Bioassay records (PubChem BioAssay)
ELG1 repair inh: blocks ELG1-dependent DNA repair in HEK293T cells; HEK293T ELG1-luciferase reporter, luminescence, 16 h; DNA damage induced by 5-fluorouridine; Potency, µM (top dose mostly 46.1 µM), for the others: at the highest dose activity change, negative = inhibition, most hits filed as inhibitors; 2.3% of 330,000 active; note: potency is the fitted concentration of half-maximal effect; % is set by controls: 0 for no effect and ±100 for the full control effect; nearly all actives have a fitted effect of over 55% in size
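5-Fluorouridine DNA damage + compound/DMSO, 2,000 cells/well, 16 h, 37 °C/5% CO2. ONE-Glo, 30 min RT, luminescence. Readout = decrease in reporter signal.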
VP16 counter: inhibits Gal4-VP16 luciferase reporter, ROR gamma counter-screen; Drosophila S2 Gal4-VP16 UAS-luciferase, luminescence, 20 h; Potency, µM (highest dose often 53.6 µM), inactives show top-dose activity, negative = inhibition, actives largely listed as inhibitors; 3.5% of 310,000 active; AID 2546;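 note: Gal4-VP16 expression switched on by copper sulfate through the metallothionein promoter; potency is the fitted concentration of half-maximal effect; % is set by controls: 0 for no effect and ±100 for the full control effect; nearly all actives have a fitted effect of over 50% in size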
ELG1 genotoxic: inducers of genotoxicity in HEK293T ELG1-luciferase cells | HEK293T ELG1-luciferase reporter, luminescence, 16 h | Potency, µM (highest dose often 46 µM), for the others: top-dose activity change, positive = activation, usual class: activators | 1.3% of 330,000 active | AID 504466; note: potency is the fitted concentration of half-maximal effect; % of control where 0% means no effect; nearly all actives have a fitted effect of over 60% in size
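HEK293T cells expressing luciferase-tagged ELG1 were treated with compound or DMSO for 16 hr at 37°C. Luciferase activity was then read after 30 min with ONE-Glo at room temperature; rising signal flags genetic stress.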
BRCA1 expr up: increases BRCA1 expression. MCF7-BRCA1-FFLuc reporter, luminescence, 48 h; response scale: scaled: vehicle 0%, 10 µM genistein 100%. Potency, µM (series often up to 46.1 µM), for the others: at the highest dose activation, actives largely listed as activators. 1.1% of 380,000 active; note: potency is the fitted concentration of half-maximal effect; nearly all actives have a fitted effect of over 80% in size; some results filed as inactive show a strong effect at the top dose
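Compounds are tested at multiple concentrations on MCF7 BRCA1-luciferase reporter cells seeded at 2000 per well; after 48 h, a single luminescence end-point is taken and curves fitted to the normalized data.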
p53 reactivation: restores transcriptional activity of mutant p53. H1299 p53-A138V BP100-luciferase reporter, luminescence, 24 h. Potency, µM (series often up to 92.2 µM), for the others: top-dose activity change, positive = activation, usual class: activators. 0.063% of 320,000 active; note: potency is the fitted concentration of half-maximal effect; % of control where 0% means no effect; nearly all actives have a fitted effect of over 45% in size
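H1299 (p53-null), stable ts p53-A138V + BP100-Luc; 1000 cells/well, Opti-MEM/10% FBS; cpd 4 pt, 1:5; 24 h, 37 deg C, 5% CO2; detection reagent 10 min RT; luminescence.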
FLuc modulator: firefly luciferase modulation, counter-screen for miR-21 project; P08659; purified FLuc, Km substrates, luminescence inhibition; Potency, µM (highest dose often 57.5 µM), without a hit: at the top dose activity change, negative = inhibition, actives largely listed as inhibitors; 6.9% of 360,000 active; AID 588342;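 note: potency is the fitted concentration of half-maximal effect; plate controls were vehicle for no effect and reference inhibitor for full effect; nearly all actives have a fitted effect of over 55% in size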
Target sequence (P08659 whole entry, looked up): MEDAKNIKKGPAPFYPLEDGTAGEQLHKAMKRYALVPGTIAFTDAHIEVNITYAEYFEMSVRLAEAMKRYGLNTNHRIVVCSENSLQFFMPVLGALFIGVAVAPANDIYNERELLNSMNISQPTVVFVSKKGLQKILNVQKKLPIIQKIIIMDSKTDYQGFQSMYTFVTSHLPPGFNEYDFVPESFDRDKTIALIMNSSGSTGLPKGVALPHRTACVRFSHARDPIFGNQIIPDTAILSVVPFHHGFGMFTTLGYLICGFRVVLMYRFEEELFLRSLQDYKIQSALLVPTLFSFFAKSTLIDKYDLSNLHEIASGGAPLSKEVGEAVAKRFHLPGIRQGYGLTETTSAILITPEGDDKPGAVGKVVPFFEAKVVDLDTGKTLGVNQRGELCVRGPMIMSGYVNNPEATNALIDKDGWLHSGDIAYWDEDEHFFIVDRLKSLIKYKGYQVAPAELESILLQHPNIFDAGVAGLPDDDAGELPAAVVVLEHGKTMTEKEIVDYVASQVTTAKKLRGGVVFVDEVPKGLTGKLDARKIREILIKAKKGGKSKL
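Purified P. pyralis luciferase, 10 nM final, with Km-level 10 uM D-luciferin and 10 uM ATP in 50 mM Tris acetate pH 7.5, 10 mM Mg acetate, 0.01% Tween-20, 0.05% BSA; 6-point qHTS titration about 60 µM downward; luminescence read.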
RORgamma inh: ROR gamma (mouse) transcription inhibition; 5.4% of 310,000 active; P51450; Drosophila S2 Gal4-RORgamma UAS-luciferase reporter, 20 h; Potency, µM (titrated, usually from 53.6 µM), inactives show at the top dose activity change, negative = inhibition, usual class: inhibitors; AID 2551; note: potency is the fitted concentration of half-maximal effect; % is set by controls: 0 for no effect and ±100 for the full control effect; nearly all actives have a fitted effect of over 60% in size
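Stably transfected Drosophila Schneider cells are the test system, with ROR gamma fused to Gal4 and luciferase under UAS control; luminescence is read after 20 hr of 700 uM copper sulfate induction at ambient temperature.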
Rab9 promoter act: activators of Rab9 promoter; Potency, µM (top dose mostly 9.22 µM), for inactives: at the highest dose activation, negative = inhibition, hits mostly activators; AID 485297; 2.8% of 320,000 active; Huh7 Rab9 promoter-luciferase reporter, luminescence, 24 h; note: potency is the fitted concentration of half-maximal effect; % of control where 0% means no effect; nearly all actives have a fitted effect of over 60% in size
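Rab9 promoter-driven luciferase in stably transfected Huh7 cells; 1500 cells/well rested 2 h, exposed to compound in DMSO for 24 h at 37 °C, 5% CO2. Luminescence read 10 min after adding luciferase reagent at ambient temperature.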
Tb PFK inh: blocks T. brucei phosphofructokinase | T. brucei PFK, ADP-Glo luminescence | AID 485367 | O15648 | 0.17% of 330,000 active | Potency, µM (series often up to 57.5 µM), inactives show at the top dose activity, negative = inhibition, usual class: inhibitors;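 note: potency is the fitted concentration of half-maximal effect; 0% = uninhibited 1x PFK enzyme wells and -100% = no-enzyme wells; nearly all actives have a fitted effect of over 60% in size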
Target sequence (O15648 whole entry, looked up): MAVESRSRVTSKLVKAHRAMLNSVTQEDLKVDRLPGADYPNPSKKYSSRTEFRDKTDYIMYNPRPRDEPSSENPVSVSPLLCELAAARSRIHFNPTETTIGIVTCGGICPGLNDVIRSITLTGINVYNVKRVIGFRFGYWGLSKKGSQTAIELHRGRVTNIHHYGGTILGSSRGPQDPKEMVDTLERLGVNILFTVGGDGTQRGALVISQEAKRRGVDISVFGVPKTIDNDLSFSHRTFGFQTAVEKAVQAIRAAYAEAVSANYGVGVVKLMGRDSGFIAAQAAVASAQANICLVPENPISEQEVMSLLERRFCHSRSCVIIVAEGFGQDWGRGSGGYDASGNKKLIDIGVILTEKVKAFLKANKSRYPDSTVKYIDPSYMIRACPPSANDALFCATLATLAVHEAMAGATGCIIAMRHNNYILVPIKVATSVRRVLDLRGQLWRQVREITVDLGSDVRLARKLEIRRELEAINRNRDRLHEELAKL
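In TEA buffer at pH 8.0 with 5 mM MgCl2, enzyme (1.25 nM) converted F6P (0.5 mM) and ATP (0.1 mM) for 45 min at room temperature. ADP product was read by luciferase luminescence.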
TRPV1 agonist: agonists of human vanilloid receptor 1 (TRPV1) | Q8NER1 | TRPV1-expressing cells, Fluo-8 calcium influx, agonist mode | activation, % at 8.33 µM | 0.19% of 320,000 active; in the data active = activation above about 80%; inconclusive = between about 30% and that limit; note: 0% is about no effect
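Fluo-8 calcium influx in TRPV1-expressing cells, kinetic read (ex 480/em 520 nm). Compound added and read 3 min for agonist activity, followed by capsaicin at EC20 final and 2 min further read for enhancement.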
NPC1 prom act: activators of NPC1 promoter; Huh7 NPC1 promoter luciferase reporter, 24 h; Potency, µM (top dose mostly 9.22 µM), inactives show at the highest dose activation, actives largely listed as activators; 2.4% of 320,000 active; AID 485313;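 note: potency is the fitted concentration of half-maximal effect; % of control where 0% means no effect; nearly all actives have a fitted effect of over 60% in size; reporter is driven by a mutant NPC1 promoter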
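Stable NPC1-promoter luciferase Huh7 line; cpd (DMSO) 24 h, 37 °C, 5% CO2; Amplite luciferase reagent 10 min RT; luminescence readout. qHTS format.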
Numbers without * were called inactive; u = inconclusive; x = not tested or not shown; [ ] = another dose, or the depositor's remark. Unless noted, calls come from the whole dose curve; as a rule, active = well fitted curve in the direction sought with a large enough effect; inconclusive = small, poorly fitted or top-dose-only effect, or another doubt; inactive = no such curve, though single readings can be large; an effect the other way counts as inactive or inconclusive.

SMILES | ELG1 repair inh | VP16 counter | ELG1 genotoxic | BRCA1 expr up | p53 reactivation | FLuc modulator | RORgamma inh | Rab9 promoter act | Tb PFK inh | TRPV1 agonist | NPC1 prom act
COC(=O)c1ccc(NC(=O)CSc2ccccc2)cc1 | u | 19% | u | -5% | u | 27µM* | 7% | u | -5% | 4 | 19%
O=C(Cn1cnc(Cl)c1Cl)c1ccccc1 | 2% | 3% | 5% | 8% | -2% | 0% | -1% | 2% | -4% | 0 | -4%
CC(=O)Oc1cccc(C(=O)Nc2ccc(NC(=O)c3cccs3)cc2)c1 | u | 6% | u | 33% | 14% | -1% | 10% | u | 0% | -6 | 4.5µM*
CCc1nc(SCC(=O)c2ccccc2)c2c(=O)n(C)c(=O)n(C)c2n1 | -26% | -4% | -6% | -41% | -3% | -2% | 16% | -6% | 1% | 2 | -4%
N#CCCn1nc(-c2ccccc2)cc1Nc1ccccc1NC(=O)C(F)(F)F | -10% | -7% | 0% | -14% | -1% | 3% | u | -1% | -1% | 15 | -1%
COc1ccc(C(NC(=O)c2ccc(F)cc2)c2ccccc2)cc1 (centres undefined) | -5% | 14% | -1% | -17% | -8% | -1% | 5% | -3% | 5% | 30 | -7%
COc1ccc(O)c(C(=O)c2cnn(C(=O)c3cccc(S(=O)(=O)N4CCOCC4)c3)c2)c1 | -1% | 7% | -3% | 38% | 1% | 0% | 0% | 7% | 1% | 4 | -2%
CSc1nc2ccc(S(=O)(=O)NC3CCCCC3)cc2s1 | 0% | -15% | -4% | -45% | 4% | 3% | u | -4% | 1% | 6 | 0%
CC1(C)C(c2ccccc2)=[N+]([O-])CN1O | -3% | -14% | 2% | 4% | 0% | -1% | -24% | 2% | 0% | -1 | 1%
CCC1CCCCN1CCNS(=O)(=O)c1ccc2c(c1)oc(=O)n2C (centres undefined) | 11% | -8% | -3% | -2% | -5% | 4% | -18% | -3% | -2% | 0 | 2%
C#CCOCCOCCOCCNc1nc(N2CCN(C(=O)[C@H](CCC(=O)O)n3cc(C(N)Cc4ccc(O)cc4)nn3)CC2)nc(N2CCN(C(=O)[C@H](CCC(=O)O)n3cc(C(N)[C@H](C)CC)nn3)CC2)n1 (some centres undefined) | 10% | -7% | 4% | 19% | -1% | -2% | 0% | 2% | 15% | 2 | 8%
CCOc1ccc(NC(=O)COc2ccc(C(=O)NCCc3ccccc3)cc2)cc1 | u | -9% | u | 32% | 0% | 0% | -23% | -1% | -1% | 4 | -1%
CCOC(=O)Cc1c(C)nc(Cc2ccc(OC(C)C)cc2)[nH]c1=O | -7% | -6% | -8% | -2% | -6% | -3% | 21% | -1% | -5% | 5 | -2%
COc1cccc(CC(NC(C)=O)C(=O)NC2CCN(c3nnnn3-c3ccccc3)CC2)c1 (centres undefined) | -4% | -4% | 1% | -6% | 1% | 3% | 33% | 4% | 0% | -2 | 2%
N#C/C(=C\c1coc2ccccc2c1=O)C(N)=S | -5% | u | 0% | 1% | -13% | u | 13µM* | 2% | -17% | -4 | 1%
CSc1ncccc1C(=O)OCC(=O)NCc1ccccc1 | 8% | x | 0% | 7% | 26% | -1% | x | 3% | -5% | 20 | 1%
O=C(/C=C/c1ccccc1)Nc1ccc2c(c1)OCCO2 | u | 13µM* | u | u | -6% | 0.21µM* | 10µM* | 0.45µM* | 1% | u | 0.5µM*
Cc1ccccc1OCCC(=O)OCC(=O)Nc1c(F)cccc1F | 1% | x | 2% | 6% | -8% | 2% | x | -8% | -2% | 0 | -2%
C[C@H](CO)N1C[C@H](C)[C@@H](CN(C)C(=O)Nc2ccc(C(F)(F)F)cc2)Oc2ccc(NC(=O)Nc3ccc4c(c3)OCO4)cc2C1=O | -3% | x | 1% | -16% | -1% | x | x | x | -3% | x | x
CC(C)CCNC(=O)C1(c2cccs2)CCOCC1 | 2% | -5% | 13% | 11% | 1% | -1% | 2% | -3% | 1% | -2 | 0%
O=C(CSc1nnc(C2COc3ccccc3O2)o1)Nc1nccs1 (centres undefined) | 4% | 22µM* | -1% | 9% | 3% | -2% | u | -1% | -3% | 9 | 1%
OCCCc1nc2ccccc2[nH]1 | 8% | -8% | -6% | -2% | 9% | 4% | -14% | -1% | 3% | 2 | -2%
CC(C)c1cccc(C(C)C)c1NC(=O)CN(C)C1CCS(=O)(=O)C1 (centres undefined) | 8% | x | 2% | -1% | 0% | 3% | x | -4% | 1% | 3 | -1%
Cc1ccc(NS(=O)(=O)c2ccc(C(=O)N3CCC3)cc2)cc1 | -5% | x | -2% | -6% | -10% | 6% | x | -8% | 5% | 0 | 0%
COC(=O)Cn1c2ccc(C)cc2c2nc(C)sc21 | 17% | -3% | 2% | 11% | 0% | u | 4% | -7% | -3% | 0 | -2%
CNC(=O)c1nc(C)n(-c2ccc(Cl)cc2Cl)n1 | 3% | 9% | 1% | 0% | 3% | -1% | 10% | -3% | 0% | -2 | -1%
CCc1nnc(NC(=O)CN2CCCC(C)C2)s1 (centres undefined) | -6% | -4% | 0% | 17% | x | 1% | -20% | -1% | -1% | 0 | -2%
CC(C)OC(=O)c1c2c(n3ccccc13)C(=O)c1ccccc1C2=O | 18µM* | -12% | -4% | -33% | 4% | -7% | -24% | 19% | 2% | 24 | -3%
CC1CCCN(C(=O)c2ccc3c(c2)OCO3)C1 (centres undefined) | 24% | -2% | 4% | -6% | 16% | -4% | 32% | 1% | 2% | 6 | 6%
Cc1cccc(NC(=O)c2ccc([N+](=O)[O-])cc2Cl)n1 | 6% | 5% | -1% | 33% | u | -14% | 0%[10 µM] | 16% | 0% | 12 | -1%
CNNC(=O)C(C)NC(=O)c1ccc(Br)cc1 (centres undefined) | -3% | -2% | 4% | 7% | -1% | 0% | -11% | -2% | -5% | -3 | 2%
Cc1nc2c(-c3ccccc3)c(C)[nH]n2c(=O)c1Cl | -7% | u | -12% | -11% | 0% | 1% | u | -6% | 0% | 1 | -2%
Cc1cc(C)cc(NC2=C(N)C(=O)c3ccccc3C2=O)c1 | u | -6% | u | 34% | u | 15µM* | -11% | u | 1% | 21 | u
CSCC[C@H](NC(=O)N1CCn2c1nc1ccccc12)C(=O)N1CCCCC1 | 10% | 0% | 0% | 9% | -6% | 0% | -35% | -2% | -3% | 0 | 0%
C[C@@H]([C@@H](O)c1ccccc1)N(C)C(=O)C(N)Cc1ccccc1 (some centres undefined) | -3% | 5% | -1% | 2% | 6% | 1% | 1% | 1% | 4% | 0 | 0%
COc1cccc(CN2C(=O)CCC2(C)C(=O)NC2CCCCCC2)c1 (centres undefined) | -5% | 0% | -5% | -2% | -6% | -3% | 0% | 0% | -1% | 5 | 0%

For reference, part of the list above.
SMILES | ELG1 repair inh | VP16 counter | ELG1 genotoxic | BRCA1 expr up | p53 reactivation | FLuc modulator | RORgamma inh | Rab9 promoter act | Tb PFK inh | TRPV1 agonist | NPC1 prom act
CC(C)OC(=O)c1c2c(n3ccccc13)C(=O)c1ccccc1C2=O | 18µM* | -12% | -4% | -33% | 4% | -7% | -24% | 19% | 2% | 24 | -3%
CC1CCCN(C(=O)c2ccc3c(c2)OCO3)C1 (centres undefined) | 24% | -2% | 4% | -6% | 16% | -4% | 32% | 1% | 2% | 6 | 6%

Other entries follow:
SMILES | ELG1 repair inh | VP16 counter | ELG1 genotoxic | BRCA1 expr up | p53 reactivation | FLuc modulator | RORgamma inh | Rab9 promoter act | Tb PFK inh | TRPV1 agonist | NPC1 prom act
COc1ccc(N(CC(=O)Nc2ccc(F)cc2)S(=O)(=O)c2ccccc2[N+](=O)[O-])c(OC)c1 | -14% | -16% | -10% | -8% | 0% | -1% | -3% | 0% | 11% | -2 | 2%
Nc1nc2ccc(Oc3ccccc3)cc2s1 | u | -21% | 8.2µM* | u | u | 8.5µM* | u | 4µM* | -1% | -2 | 2.8µM*
COC(=O)c1c(N)sc2c1CC(C)(C)OC2 | 0% | 6% | 2% | 0% | -2% | -1% | 8% | 0% | 2% | 1 | -10%
COc1ccc(/C=N/n2c(=S)n(C)c3ccccc32)cc1OC | -25% | 6% | 3% | -28% | -1% | u | -26% | -3% | 3% | 1 | 1%
CCOC(=O)NC(=O)C(=CNc1ccc(C)cc1)C(=O)NC(=O)OCC | -1% | -4% | -1% | -6% | -4% | 0% | 0% | 2% | 3% | -2 | -1%
COc1ccc(-n2ncc3c2CC(C)(C)CC3NC(=O)CCn2cncn2)cc1 (centres undefined) | 9% | -29% | 0% | -17% | -4% | -2% | 9% | 2% | -1% | -2 | -1%
O=C(c1cc2nc(-c3cccs3)cc(C(F)(F)Cl)n2n1)N1CCCc2ccccc21 | u | -5%[0.365 µM] | 5% | -53% | 19% | -13% | 29% | -9% | -5% | 4 | -1%
Cc1ccc(NC(=S)N/N=C2/CCCc3c(C)cc(C)cc32)cc1 | 8% | u | -3% | -36% | 3% | -10% | u | 1% | -3% | -1 | 0%
